# Ba/F3 V617F tox: reduce viability of Ba/F3 cells dependent on JAK2V617F | Ba/F3 EpoR-JAK2V617F viability, ATP luminescence | inhibition, % at 5.6 µM | 220,000 compounds, 1.1% hits | AID 1446;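 active means inhibition above the campaign mean plus 3 SD over all tested compounds, cut at about 24% in these data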;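 further: cytokine-independent growth of Ba/F3 cells driven by EpoR plus mutant JAK2; 0% = DMSO-treated cells and 100% = JAK inhibitor I control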
# NPY-Y2 PAM-ag: potentiates or activates human NPY-Y2 receptor | P49146 | cells expressing NPY-Y2, potentiator/agonist read-out | activation, % at 3.6 µM | 220,000 compounds, 0.45% hits; in the data active means activation above about 27%;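 further: cells stimulated with NPY near EC25 plus isoproterenol at EC100; 0% = vehicle plus submaximal agonist and 100% = vehicle plus saturating agonist; some results beyond the cut were filed as inactive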
# Wee1 stabilizer: human Wee1 degradation inhibition, primary screen; P30291; HeLa Luc-Wee1K328M stability, luciferase luminescence; 100% = proteasome inhibitor MG132 effect; reporter increase, % at 5 µM; 220,000 compounds, 1.2% hits;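 active means activation above the mean of all tested compounds plus 3 SD, set per screening run, cut at about 8.8% in these data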;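 further: cells exposed to compound for 20 h before luminescence read; 0% = DMSO alone and 100% = MG132 at 30 µM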
# eIF4E-4G inh: blocks eIF4E binding to eIF4G; 220,000 compounds, 0.37% hits; TR-FRET eIF4E-eIF4GI(517-606) binding, 2 h; inhibition, % at 21.7 µM; P63073+Q04637; AID 782;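 active means inhibition above about 30%, limit read from the data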;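 further: 0% = full FRET control wells and 100% = background wells lacking eIF4GI fragment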
# PERK inhibitor: human PERK inhibition, primary cell-based screen. Q9NZJ5. inhibition, % at 5.6 µM. 220,000 compounds, 0.17% hits. CHO PERK-DD fusion, SEAP luminescence translation reporter;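 active means inhibition above the mean inhibition of all tested compounds plus 3 SD, set separately per screening campaign, cut at about 2.9% in these data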;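 further: PERK kinase domain activated by AP20187 dimerizer at 100 nM; 0% = DMSO with dimerizer and 100% = rapamycin at 8.4 µM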
# S1P4 antagonist: blocks the human S1P4 receptor. 220,000 compounds, 0.26% hits. AID 1510. S1P4-expressing cells, antagonist mode, reporter read-out. inhibition, % at 4.98 µM; in the data active means inhibition above about 29%;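 further: 0% = wells stimulated with agonist and 100% = vehicle wells without agonist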
# Target sequence (O95977 whole entry, looked up): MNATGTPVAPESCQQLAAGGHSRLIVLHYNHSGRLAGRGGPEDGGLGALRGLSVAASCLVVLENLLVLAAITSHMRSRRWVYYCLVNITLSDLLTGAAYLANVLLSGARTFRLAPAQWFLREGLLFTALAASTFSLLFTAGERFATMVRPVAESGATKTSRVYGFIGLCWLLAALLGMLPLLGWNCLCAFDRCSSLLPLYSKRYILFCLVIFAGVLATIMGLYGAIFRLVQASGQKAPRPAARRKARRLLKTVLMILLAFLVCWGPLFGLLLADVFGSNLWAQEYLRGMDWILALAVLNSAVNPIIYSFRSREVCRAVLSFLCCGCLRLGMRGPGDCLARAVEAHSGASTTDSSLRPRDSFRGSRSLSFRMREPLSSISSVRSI
# MDM2 E3 inh: inhibitors of human Mdm2 E3 ubiquitin ligase. Q00987. cell-based MDM2 ubiquitination luciferase reporter, 2 h; 0 = plate control, 100 = twice control, blank-subtracted. signal enhancement, % at 5 µM. 210,000 compounds, 0.11% hits;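 active means signal enhancement of 30% or more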;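 further: luminescence tracks abundance of the self-degrading MDM2-luciferase fusion protein; higher signal means inhibition of MDM2 E3 ligase activity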
# Target sequence (Q00987 whole entry, looked up, the tested form may be a part): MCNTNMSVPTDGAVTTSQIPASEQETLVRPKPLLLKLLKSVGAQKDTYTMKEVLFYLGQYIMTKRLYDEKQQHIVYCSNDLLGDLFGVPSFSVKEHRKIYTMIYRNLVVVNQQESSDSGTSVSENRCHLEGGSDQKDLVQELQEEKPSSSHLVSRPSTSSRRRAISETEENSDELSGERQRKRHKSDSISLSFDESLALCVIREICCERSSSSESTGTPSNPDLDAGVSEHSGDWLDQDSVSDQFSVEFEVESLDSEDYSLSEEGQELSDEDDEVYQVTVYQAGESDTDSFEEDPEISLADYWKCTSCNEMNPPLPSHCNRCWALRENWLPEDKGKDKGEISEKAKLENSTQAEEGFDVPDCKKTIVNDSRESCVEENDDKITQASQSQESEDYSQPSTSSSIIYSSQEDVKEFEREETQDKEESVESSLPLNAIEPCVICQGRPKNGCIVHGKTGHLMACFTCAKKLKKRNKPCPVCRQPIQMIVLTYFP
#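 Material: stable MDM2–luciferase fusion reporter cells / Quantity: 2000 cells/well / Dosing: single 5 µM compound dose, 0.2% final DMSO / Buffer or medium: DMEM / Schedule: 4 h cell settling then 2 h compound exposure, 37 °C / Detection: luminescence with SteadyLite reagent, 15 min at room temperature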
# S1P4 agonist: agonists of human S1P4 receptor; O95977; S1P4-expressing cell line, agonist reporter assay; activation, % at 4.98 µM; 220,000 compounds, 0.35% hits; in the data active means activation above about 11%;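 further: 0% = DMSO vehicle and 100% = reference agonist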
# BaF3 tox: parental Ba/F3 viability inhibition as JAK2V617F counter-screen. 220,000 compounds, 1.1% hits. inhibition, % at 5.6 µM. AID 1486. CellTiter-Glo ATP luminescence;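 active means inhibition above a per-campaign cutoff, the mean inhibition of all tested compounds plus 3 SD, cut at about 27% in these data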;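 further: 0% = DMSO wells and 100% = JAK Inhibitor I control wells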
# Active calls of the source: *; x = no result given; [ ] = another dose, or the depositor's remark.
SMILES,Ba/F3 V617F tox,NPY-Y2 PAM-ag,Wee1 stabilizer,eIF4E-4G inh,PERK inhibitor,S1P4 antagonist,MDM2 E3 inh,S1P4 agonist,BaF3 tox
COc1cc(OC)c(C(=O)OCC(=O)Nc2cc(C)on2)cc1OC,-1,-5,-3,0,-0.5,-20,-15,0.3,2
O=C(CNC(=O)c1ccc(Cl)cc1)NCC(F)(F)F,-1,14,-1,-1[fluorescence artefact?],1.3,5,2,0.4,1
Cc1ccc(C(=O)Nc2ccc(C)c(S(=O)(=O)N(C)C)c2)s1,0,19,1,12,0.2,-3,-6,-0.5,4
S=C1NNC2(CC3CC2C2CCCC32)NN1 (centres undefined),6,-6,-1,-2,-0.1,-16,-13,-0.5,6
CCn1c(=O)cc(SCC(=O)NCCC2=CCCCC2)c2ccccc21,1,-14,-1,1,-0.8,-21,0,0.7,2
O=C(CSc1n[nH]c(-c2ccco2)n1)N1c2ccccc2Sc2ccccc21,-3,4,-3,-3,0.1,-5,-11,-0.1,0
COC(=O)c1ccc(OCC(=O)c2ccc(O)cc2O)cc1,-3,3,-2,2[fluorescence artefact?],-0.3,-16,-2,2.0,0
CCCCc1ccc(NC(=O)c2ccc(NS(C)(=O)=O)cc2)cc1,3,-3,-3,-1,1.1,-32,-1,3.1,1
CCOc1ccc(CCNC(=O)Cc2nn[nH]n2)cc1OCC,-3,5,6,-5,0.6,-8,-14,0.2,2
C=CCn1c(N2CCN(c3ccc(OC)cc3)CC2)nc2c1c(=O)n(C)c(=O)n2C,0,-9,3,6,0.1,-21,-14,2.8,1
COc1cc(NCc2ccccc2O)c2ncccc2c1,-1,5,3,2,0.5,12,-10,1.7,2
Cc1c(/C=N/NC(=O)CNc2ccccc2)c2ccccn2c1C(=O)c1ccc(Cl)cc1,-1,17,-3,1,0.9,-16,-7,-0.6,4
CN1CCN(C(=O)C(C(=O)c2ccc(F)cc2)n2ccccc2=O)CC1 (centres undefined),4,-17,2,0,0.1,12,-16,0.0,9
Cc1c(Cl)cnc(NC(=O)COC(=O)c2ccc3c(c2)OCO3)c1Cl,1,-6,1,-2,-0.1,-3,-48,-2.0,4
COc1ccc2c(c1)c1ncn(CCN3CCNCC3)c(=O)c1n2C,1,10,-2,-2,-0.9,-5,-30,1.4,6
Cc1ccc2nc(Nc3ccccc3O)nc(-c3ccccc3)c2c1,2,-6,2,9,0.9,0,11,-0.9,3
Cc1cc(C(=O)Nc2ccccc2N2CCCCC2)no1,-2,-37,-1,1,1.1,-2,-4,0.1,-5
c1ccc(Nc2ccccc2Nc2ccccn2)nc1,-1,4,0,3,-0.2,4,-14,0.9,2
CC(=O)N1CCN2C(=O)C1CCCC(=O)c1cc(C)ccc12 (centres undefined),-3,8,-2,-3,1.0,-7,-22,0.8,-1
CCC(=O)N(CC)c1nc(-c2cc(OC)ccc2OC)cs1,-1,-6,0,-1,0.7,-13,3,-1.9,6
Cc1oc(-c2cc(F)ccc2F)nc1CN1CCCN(C(=O)c2ccco2)CC1,2,1,-2,-3,0.7,16,10,-1.3,2
O=C(COc1ccc(Cl)cc1Cl)N1CCCN(C(=O)COc2ccc(Cl)cc2Cl)CC1,0,6,2,0,-1.2,16,-8,2.8,6
Cc1cccc2c(C(=O)Nn3cnnc3)cc(-c3ccccc3Cl)nc12,3,-4,5,1,-0.3,-8,8,-0.5,10
Cc1noc(/C=C/c2ccco2)c1S(=O)(=O)N1CCC(C(=O)NCc2ccco2)CC1,-3,-4,0,-2[fluorescence artefact?],-0.6,1,-8,-1.8,1
CCNC(=O)COC(=O)COc1ccc(Cl)cc1C,-4,-8,0,7,0.4,-19,-9,-1.6,-2
O=C(Nc1ccc(Cl)cc1)Nc1cc([N+](=O)[O-])ccc1F,-3,-10,0,18[fluorescence artefact?],0.8,-3,-8,0.3,4
COC(=O)c1ccc(CSc2ncnc3ccccc23)o1,-2,-28,-3,-5,0.1,-9,-16,-1.3,2
O=C(CCc1nnc(C2CCCCC2)o1)NCc1ccc(F)c(F)c1,-3,1,2,-4,0.5,6,5,1.3,4
CCOC(=O)c1cccc(NC(=O)CSc2nnnn2C)c1,-2,-5,2,6,1.7,-6,2,1.4,4
CCOC(=O)C1CCN(Cc2nc3ccccc3c(=O)n2-c2ccc(F)cc2)CC1,1,9,-2,4,-1.9,-17,-18,-0.8,1
CCN(CC)S(=O)(=O)c1cc([N+](=O)[O-])ccc1N=Nc1c(O)n(C)c2ccccc12,-7,4,-1,-10[fluorescence artefact?],-0.2,-17,-6,7.2,1
CCOC(=O)CC(=O)CSc1nc(-c2cccnc2)cc(C)c1C#N,1,-8,1,3[fluorescence artefact?],0.6,-15,-12,0.2,4
CCN1C(=O)C(CC(=O)Nc2ccc(OC)cc2)N(Cc2cccnc2)C1=S (centres undefined),-4,-1,-2,4,-0.5,-18,-14,-1.5,-2
COc1ccccc1OCc1nc(C#N)c(N2CCC(C(N)=O)CC2)o1,-4,0,-2,-2,1.3,-2,-15,-1.6,0
Cc1nc(NC(=O)CSc2nc3cccnc3n2C2CCCCC2)sc1C,2,13,-1,-1,-0.1,-2,1,-3.8,6
CC1CCN(C(=O)CN2C(=O)c3cccc4cccc(c34)C2=O)CC1,0,11,-2,1,-0.3,-27,1,0.2,4
Cc1nn(Cc2ccccc2Cl)c(C)c1NC(=O)CCCn1nc(C)c([N+](=O)[O-])c1C,1,-6,2,2[fluorescence artefact?],-1.0,-18,5,1.2,0
CCOC(=O)Cn1cc(C#N)c(=O)[nH]c1=O,1,-8,3,3,1.6,-7,-11,-0.8,4
CNC(=O)COc1ccc(Cl)c2cccnc12,2,-18,0,-5,0.7,-3,-9,1.6,4
COc1ccc(Cl)c2c1[nH]c1nc(SCc3ccccn3)nnc12,1,-18,8,1,0.3,1,-27,-0.2,9
O=C(Nc1cccc(NC(=O)C2C3CC4OC(=O)C2C4C3)c1)c1ccccc1 (centres undefined),-4,19,-3,0,1.4,6,-3,0.3,1
COc1cccc(C(=O)NC(=S)Nc2ccc([N+](=O)[O-])cc2C)c1,-1,12,-1,1,1.0,-21,-2,2.3,4
CN(Cc1ccccc1)c1cc(Cl)nc(N)n1,-1,-9,-1,-1,0.9,-9,-15,0.2,4
COc1cccc(N/C(C)=C/C(=O)c2ccc(Br)cc2)c1,-2,-8,5,-1,-0.3,-10,-5,0.9,2
COc1ccc(/C=C(/NC(=O)c2ccc(OC)cc2)C(=O)NCCc2c[nH]c3ccccc23)cc1,3,0,1,-1,-1.2,-16,-9,-0.5,7
O=C(OCCCC(=O)N1CCOCC1)c1ccccc1,-4,14,-1,-6,1.8,3,-53,0.5,-2
CCOC(=O)C1(CCc2ccccc2)CCN(Cc2cnc(N(C)C)s2)CC1,-3,-15,0,-2,-0.6,-9,-1,-0.6,5
S=C(N=Nc1ccccc1)NNc1ccccc1,1,14,0,0,0.8,-3,x,0.9,7
COCCNC(=O)[C@H](CSCc1ccccc1)N1Cc2ccccc2C1=O,0,102*,2,-7,2.2,-2,x,-0.6,-7
Cc1cccc(NS(=O)(=O)c2cccc3nonc23)c1,0,6,-1,-5,0.7,-19,-7,0.3,3
O=C(NCc1ccccn1)c1ccc(COc2ccc(Cl)cc2)o1,1,-1,-1,-4,0.5,-14,-13,-0.2,5
COc1ccc(NC(=O)C(=O)NCCN2CCN(C(=O)c3cccs3)CC2)cc1,-3,0,-1,-7[fluorescence artefact?],-0.1,-3,-5,0.2,1
COCCNC(=O)/C(C#N)=C/c1cn(CC(=O)NCc2ccco2)c2ccccc12,7,0,5,1,0.1,-7,-27,0.3,13
O=C1CC(NCCC2=CCCCC2)C(=O)N1c1cccc(Cl)c1Cl (centres undefined),0,-26,-1,-2,1.0,13,-21,0.2,2
CCN1/C(=C\C(C)=O)Sc2ccc(OC)cc21,1,-2,4,x,2.0,-7,-5,4.5,5
COc1cccc(-n2c(SC3CCOC3=O)nc3ccccc3c2=O)c1 (centres undefined),-3,2,-1,4,-0.3,-17,-10,-2.1,5
O=C(Nc1nc(=S)ss1)c1c(F)cccc1F,-4,-12,-2,1,0.4,-8,-6,0.4,2
O=C(NCc1ccccn1)C(=O)Nc1nc(C23CC4CC(CC(C4)C2)C3)cs1,2,-7,0,-2,0.4,-10,-9,-1.0,11
O=C(CN1C(=O)c2ccccc2S1(=O)=O)Nc1ccc(S(=O)(=O)N2CCCC2)cc1,-2,-4,0,-4[fluorescence artefact?],1.8,-5,-73,0.4,6
CCOC(=O)c1sc2nc(C)nc(SCC(=O)N(CC)C3CCS(=O)(=O)C3)c2c1C (centres undefined),-1,-10,0,2,-0.8,-13,-32,1.6,3
COc1ccc(C(=O)NCC2OCCc3ccccc32)cc1OC (centres undefined),0,1,-1,2,-0.3,-12,-12,-0.1,3
COc1ccc(CNC(=O)CN2C(=O)C3C4C=CC(C4)C3C2=O)cc1 (centres undefined),-5,8,-1,2,0.9,-18,-2,4.0,-1
CC(=O)C1C(c2ccc([N+](=O)[O-])cc2)C2C(C)=NN=C2CC1(C)O (centres undefined),3,5,-3,4,0.4,13,-18,-0.4,-1

# Compounds listed so far that contain an aryl thioether with sulfur outside any ring, in the order listed:
SMILES,Ba/F3 V617F tox,NPY-Y2 PAM-ag,Wee1 stabilizer,eIF4E-4G inh,PERK inhibitor,S1P4 antagonist,MDM2 E3 inh,S1P4 agonist,BaF3 tox
CCn1c(=O)cc(SCC(=O)NCCC2=CCCCC2)c2ccccc21,1,-14,-1,1,-0.8,-21,0,0.7,2
O=C(CSc1n[nH]c(-c2ccco2)n1)N1c2ccccc2Sc2ccccc21,-3,4,-3,-3,0.1,-5,-11,-0.1,0
COC(=O)c1ccc(CSc2ncnc3ccccc23)o1,-2,-28,-3,-5,0.1,-9,-16,-1.3,2
CCOC(=O)c1cccc(NC(=O)CSc2nnnn2C)c1,-2,-5,2,6,1.7,-6,2,1.4,4
CCOC(=O)CC(=O)CSc1nc(-c2cccnc2)cc(C)c1C#N,1,-8,1,3[fluorescence artefact?],0.6,-15,-12,0.2,4
Cc1nc(NC(=O)CSc2nc3cccnc3n2C2CCCCC2)sc1C,2,13,-1,-1,-0.1,-2,1,-3.8,6
COc1ccc(Cl)c2c1[nH]c1nc(SCc3ccccn3)nnc12,1,-18,8,1,0.3,1,-27,-0.2,9
COc1cccc(-n2c(SC3CCOC3=O)nc3ccccc3c2=O)c1 (centres undefined),-3,2,-1,4,-0.3,-17,-10,-2.1,5
CCOC(=O)c1sc2nc(C)nc(SCC(=O)N(CC)C3CCS(=O)(=O)C3)c2c1C (centres undefined),-1,-10,0,2,-0.8,-13,-32,1.6,3

# Screening results: PubChem, several laboratories
